# From PubChem BioAssay
# Nrf2 inh: Nrf2 pathway inhibition; hit rate 2.1% among 360,000; Potency, µM (top dose mostly 46 µM), for inactives: at the top dose activity change, negative = inhibition, usual class: inhibitors; AID 504444; A549 ARE-Fluc reporter, luciferase luminescence, 18-24 h; further: potency means the concentration at half of the fitted maximal effect; on the % scale 0 is the no-effect control and ±100 the full control effect; nearly all actives have a fitted effect of over 60% in size
#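 Quantitative HTS in A549 cells stably bearing an antioxidant response element-firefly luciferase construct. Inhibition of Nrf2-driven transcription was scored by luminescence after 18-24 h of compound exposure at 37 °C.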
# S2 tox: reduces viability in counter-screen for ATXN expression inhibitors; S2 cells (HEK-293 line with an ATXN2-luciferase reporter) viability, CellTiter-Fluor protease fluorescence, 24 h; Potency, µM (top dose mostly 56.7 µM), most hits filed as cytotoxic; hit rate 0.49% among 400,000; AID 651635; further: potency means the concentration at half of the fitted maximal effect; nearly all actives have a fitted effect of over 40% in size
# EPAC2 ag: activates human EPAC2 exchange factor; Q8WZA2; Potency, µM (doses to about 154 µM), inactives show at the highest dose activation, hits mostly activators; EPAC2 activation, biochemical qHTS; response scale: 100% = 6.5 mM cAMP response; hit rate 0.079% among 360,000; further: potency means the concentration at half of the fitted maximal effect; nearly all actives have a fitted effect of over 50% in size
# Target sequence (Q8WZA2 whole entry, looked up): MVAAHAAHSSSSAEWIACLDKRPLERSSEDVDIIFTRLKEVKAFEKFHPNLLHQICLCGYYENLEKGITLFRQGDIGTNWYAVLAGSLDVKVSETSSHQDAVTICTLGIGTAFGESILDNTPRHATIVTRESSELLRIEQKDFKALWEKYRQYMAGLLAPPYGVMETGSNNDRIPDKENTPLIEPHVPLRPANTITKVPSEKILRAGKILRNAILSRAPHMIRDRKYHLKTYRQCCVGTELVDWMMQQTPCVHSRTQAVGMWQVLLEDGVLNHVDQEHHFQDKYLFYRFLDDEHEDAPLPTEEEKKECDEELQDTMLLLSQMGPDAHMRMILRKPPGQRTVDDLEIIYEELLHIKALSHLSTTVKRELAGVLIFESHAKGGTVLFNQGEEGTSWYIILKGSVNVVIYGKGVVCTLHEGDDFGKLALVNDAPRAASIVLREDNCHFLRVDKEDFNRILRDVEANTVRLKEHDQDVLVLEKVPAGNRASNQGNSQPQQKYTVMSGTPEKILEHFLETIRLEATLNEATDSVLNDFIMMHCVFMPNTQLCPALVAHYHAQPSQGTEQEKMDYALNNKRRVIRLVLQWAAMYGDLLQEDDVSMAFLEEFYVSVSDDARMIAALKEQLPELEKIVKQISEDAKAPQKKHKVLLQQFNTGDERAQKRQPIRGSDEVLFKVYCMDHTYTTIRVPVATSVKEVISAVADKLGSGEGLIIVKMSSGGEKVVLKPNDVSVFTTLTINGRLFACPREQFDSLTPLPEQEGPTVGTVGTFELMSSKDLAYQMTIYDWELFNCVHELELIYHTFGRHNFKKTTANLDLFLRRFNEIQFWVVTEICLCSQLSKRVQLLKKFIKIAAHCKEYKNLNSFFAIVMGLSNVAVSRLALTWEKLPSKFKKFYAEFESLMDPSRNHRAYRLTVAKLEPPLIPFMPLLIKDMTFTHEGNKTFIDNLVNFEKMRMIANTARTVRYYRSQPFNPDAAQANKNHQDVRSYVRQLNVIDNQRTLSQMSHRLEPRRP
#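 EPAC2 (100 nM) mixed with Rap1B loaded with BODIPY-GDP (250 nM) plus 50 uM unlabeled GDP; compounds pinned in, 5 min RT, then read every 5 min for 30 min (ex 480, em 540 nm). Normalized to cAMP control.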
# TGFb SMAD3 inh: TGF-b pathway inhibition. HepG2 CAGA-GFP TGF-b/SMAD3 reporter, GFP fluorescence, 18 h; TGF-beta stimulated, 500 pg/mL final. Potency, µM (doses to about 46.1 µM), for the others: top-dose activity, negative = inhibition, usual class: inhibitors. hit rate 1.2% among 410,000; further: potency means the concentration at half of the fitted maximal effect; on the % scale 0 is the no-effect control and ±100 the full control effect; nearly all actives have a fitted effect of over 65% in size
#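 TGF-beta reporter screen: HEPG2 CAGA-GFP, 1% FBS, 500 pg/mL TGF-beta final, 18 h; per-cell GFP summed per well; curves fitted and categorized by class.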
# ATXN2 expr inh: inhibitors of ATXN2 expression. HEK-293 ATXN2-luciferase reporter, luminescence, 24 h. Potency, µM (series often up to 57 µM), for inactives: at the highest dose activity change, negative = inhibition, hits mostly inhibitors. hit rate 0.72% among 360,000. AID 1745845; further: potency means the concentration at half of the fitted maximal effect; on the % scale 0 is the no-effect control and ±100 the full control effect; nearly all actives have a fitted effect of over 55% in size
#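 qHTS (up to 57 uM final) was run with 24 h compound exposure of reporter cells at 37 °C. Each well was multiplexed: SteadyGlo luminescence measured ATXN2-luciferase expression after a fluorogenic Gly-Phe-AFC viability readout (25 uM final).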
# Nrf2 activator: Nrf2 pathway activation. AREc32 ARE-luciferase reporter (MCF7-derived line), luminescence, 24 h. Potency, µM (series often up to 46.1 µM), without a hit: at the top dose activation, hits mostly activators. hit rate 0.31% among 410,000. AID 624171; further: potency means the concentration at half of the fitted maximal effect; % of control where 0% means no effect; nearly all actives have a fitted effect of over 65% in size
#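 Quantitative high-throughput format: AREc32 reporter cells, 1000 per well, received compound by pin transfer and were incubated 24 hr at 37 deg C, 5% CO2, before Steady-Glo luminescence detection.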
# A549 viability: counter-screen for Nrf2 inhibitors: cytotoxicity in A549 cells. AID 504648. Potency, µM (titrated, usually from 46 µM), without a hit: at the highest dose activity change, negative = cytotoxicity, actives largely listed as inhibitors. hit rate 0.16% among 390,000. A549 ARE-Fluc cells, CellTiter-Fluor viability, 18-24 h; further: potency means the concentration at half of the fitted maximal effect; on the % scale 0 is the no-effect control and ±100 the full control effect
#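 Cytotoxicity counterscreen: CellTiter-Fluor fluorescence was measured in A549 ARE_Fluc cells after 18-24 h of compound exposure in a concentration series. The subsequent BugLite luminescent read reports ARE-luciferase activity.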
# IL2 activator: activators of IL-2; IL-2 activation reporter assay, cell-based qHTS; stimulated with anti-CD3/CD4/CD28 beads; in transgenic mouse T cells; activation, % (series mostly up to about 46 µM); hit rate 0.065% among 360,000; in the data active means activation above about 50%; inconclusive means mostly about 30% to 49%; further: 0% is about no effect
#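 Readout: EGFP and DsRed signals by fluorescent plate cytometry. Unstimulated transgenic mouse T cells received compound 60 min before antibody-bead stimulation, then incubated 18 h at 37 degrees C.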
# HepG2 viability: counter-screen for TGF-b inhibitors: cytotoxicity in HepG2 cells | HepG2 CAGA-GFP viability, ATP luminescence, 18 h | Potency, µM (top dose mostly 46.1 µM), for inactives: top-dose activity change, negative = cytotoxicity, actives largely listed as cytotoxic | hit rate 0.76% among 410,000; further: potency means the concentration at half of the fitted maximal effect; some results filed as inactive show a strong effect at the top dose
#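 CellTiter-Glo luminescence gave cytotoxicity after 18 hours at 37 degrees C. The cells were HepG2 CAGA-GFP in 1% FBS DMEM, stimulated with 500 pg/mL TGF-beta after compound addition. %Activity was normalised to no-cell wells (complete cell-killing) and DMSO (no toxicity), and curves were fitted and classified.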
# * hit, by the source's call; i = inactive; ? = inconclusive; / = not tested or not shown; & = joins results of further samples; ! = a repeat was not active; [ ] = dose if it differs, or a comment. Unless noted, the call rests on the fitted dose curve; in most records, active means well fitted curve in the direction sought with a large enough effect; inconclusive means small, poorly fitted or top-dose-only effect, or another doubt; inactive means no such curve, though single readings can be large; an effect the other way counts as inactive or inconclusive.
SMILES,Nrf2 inh,S2 tox,EPAC2 ag,TGFb SMAD3 inh,ATXN2 expr inh,Nrf2 activator,A549 viability,IL2 activator,HepG2 viability
O=C(CC(c1ccccc1)C1CCCCC1=O)c1ccco1 (centres undefined),20.8%,i,-1.1%,16.0%,0.3%,-0.8%,-3.4%,-0.2,-0.5%
CCCCNC(=S)NNC(=O)c1c(Cl)c(C)nn1C,5.4%,i,1.8%,2.7%,7.3%,-0.5%,1.1%,0.1,-25.0%
Cc1cc(OCC(=O)N(C)Cc2ccccc2)ccc1Cl,?,i,4.4%,1.2%,50.9%[activator],4.5%,3.2%,0.4,-21.3%
COc1ccc(OC)c(NC(=O)CCn2cccn2)c1,?,i,/,21.1%,8.5%,-1.2%,6.0%,/,0.1%
COCCNC(=O)c1cc(-c2ccccc2OC)on1,?,i,2.2%,-6.3%,32.2%,0.0%,-0.3%,-3.6,-16.1%
CC(C)(O)CC[C@H](OC(=O)c1ccccc1)[C@](C)(O)[C@H]1CC[C@@]2(O)C3=CC(=O)[C@@H]4C[C@@H](O)[C@H](O)C[C@]4(C)C3CC[C@]12C (some centres undefined),5.4%,i,6.9%,31.9%,/,0.1%,1.5%,-0.1,-39.7%
Cc1ccc2oc(-c3ccccc3C(=O)O)cc(=O)c2c1,7.6%,i,-7.3%,7.9%,-8.1%,0.4%,0.9%,-1.7,-14.5%
O=C(CSc1nc(-c2ccc(Cl)cc2)cs1)Nc1cccc([N+](=O)[O-])c1,16.4µM*,?,8.6%,10µM*,/,18.8%,-20.7%,1.3,-31.3%
O=C(Nc1ncccc1O)c1ccc(S(=O)(=O)NCc2ccco2)cc1,/,i,9.2%,0.2%,/,27.5%,/,-1.6,-7.6%
CC1=C(C(=O)OC(C)C)C2(O)C(=O)c3ccccc3C2(O)N1 (centres undefined),?,i,2.5%,-13.0%,-16.2%,2.7%,0.3%,0.8,-6.8%
CCC(=O)Nc1ccc(S(=O)(=O)Nc2cc(C)on2)cc1,0.3%,i,2.4%,34.3%[activator],-0.7%,0.0%,0.8%,2.4,2.8%
CC(C)(C)C1CCc2c(sc(N)c2C(N)=O)C1 (centres undefined),-27.4%,i,5.6%,-16.6%,-10.2%,4.5%,0.3%,2.7,-2.0%
Cc1ccccc1C1CCCN(C(=O)c2cc(COc3c(F)cccc3F)on2)C1 (centres undefined),-11.2%,i,8.6%,?,/,-0.3%,1.0%,0.7,-40.8%
COc1ccc(C2/C(=C(/O)c3ccc(F)cc3)C(=O)C(=O)N2c2ccccn2)cc1OC (centres undefined),?,i,6.3%,-1.1%,-16.2%,0.2%,-1.5%,-0.6,-0.1%
O=C(COC(=O)c1cc(Br)ccc1O)c1ccc(F)cc1,1.0%,?,25.3%,3.6%,-10.8%,3.1%,-11.4%,0.1,6.1%
CCCCN(C)CCCNC(=O)Cn1ncc2c3ccccc3n(Cc3ccccc3F)c2c1=O,?,i,/,3.7%,-10.9%,0.0%,?,/,-2.5%
CC(=O)OCCNC(=O)Cn1cnc2c1c(=O)n(C)c(=O)n2C,?,i,7.9%,0.0%,6.6%,-1.2%,-1.5%,0.3,8.7%
CSc1ccc(CN(C)C(=O)CSCC(=O)Nc2ccc(C)cc2)cc1,4.3%,?,-2.3%,-10.2%,-3.6%,-0.9%,1.9%,-0.9,0.5%
O=C(N/N=C/c1ccsc1)c1ccccn1,?,i,4.4%,0.5%,-4.3%,8.9%,-0.2%,-0.7,-36.6%
O=C(Nc1nnc(C2CCCC2)s1)C1CCN(S(=O)(=O)c2ccc(Cl)cc2)CC1,-4.9%,i,0.6%,-23.3%,-15.2%,-0.8%,0.2%,-0.3,-1.0%
COC(=O)CSc1nnc(CCc2ccccc2)n1C,-4.5%,i,-3.1%,-18.1%,2.6%,0.1%,-3.0%,0.0,2.8%
CCCCCCCCCNC(=O)[C@H](NC(=O)COc1ccccc1)[C@@H]1NC(C(=O)OC)C(C)(C)S1 (some centres undefined),?,?,-6.8%,11.2µM*,9.4%,8.9%,?,-0.3,-6.2%&-9.4%
CC(NC(=S)Nc1ccccc1)C(c1cccs1)N1CCOCC1 (centres undefined),-8.7%,i,6.3%,-5.5%,/,0.1%,-1.5%,-0.6,7.0%
O=C(O)C1C2OC3C(OC(=O)C31)C2Br (centres undefined),-2.6%,i,3.6%,0.8%,0.4%,-0.8%,-4.5%,0.3,9.0%
Cc1cccc(CN2CCc3c([nH]c4ccccc34)C2C(C)(C)C)n1 (centres undefined),-9.3%,i,11.6%,4.8%,-11.6%,0.4%[9.22 µM],-6.5%,-3.2,-14.7%
COC(=O)C1=C(C)NC(=S)NC1c1ccc(OC(=O)c2ccco2)cc1 (centres undefined),0.4%,i,-1.9%,32.7%[activator],-10.8%,0.1%,1.9%,1.0,4.6%
CCc1ccc(C2=CC(c3c(F)cccc3Cl)n3c(nc4ccccc43)N2)cc1 (centres undefined),/,i,/,11.0%,63.8%[activator],6.5%,-1.0%,/,-14.5%
O=C(NCCN1CCOCC1)N1c2ccccc2Sc2ccccc21,0.0%,i,2.3%,-27.1%,-15.6%,0.0%,-4.0%,1.7,-1.3%
CCOC(=O)CNc1c(-c2ccc(OC)cc2)nc2ccc(Cl)cn12,?,i,24.5%,5.8%,39.3%[activator],3.2%,0.2%,3.3,-22.5%
O=C(NCC(c1cccs1)N1CCOCC1)c1ccc(Cl)c([N+](=O)[O-])c1 (centres undefined),12.8%,?,-0.3%,-20.9%,-15.6%,4.4%,-10.1%,-0.4,-19.2%
CCOc1ccccc1C(=O)NCC(=O)OCC(=O)N1C(C)CCCC1C (centres undefined),31.6%,i,1.1%,9.9%,-4.4%,-0.5%,0.6%,-3.2,2.9%
CC12CCCCC1(O)[N+](=O)C1=C(CCCC1)N2[O-] (centres undefined),2.6%,i,-5.6%,10.3%,-4.8%,-0.3%,-5.7%,1.1,-5.7%
CCN1CCN=C1Nc1ccccc1,6.1%,i,4.7%,7.8%,10.5%,-0.2%,0.5%,0.2,-0.8%
CC(C)NC(=O)CSc1nnc2sc3ccccc3n12,29.3%,i,0.7%,17.6%,22.7%,2.1%,2.2%,-1.6,-13.7%
CC1CN(C(=O)Nc2ccc(F)cc2)C2(CCCCCC2)O1 (centres undefined),-7.8%,i,-3.8%,32.2%[activator],/,-1.2%,1.1%,0.0,24.6%
Cc1c(Cl)cccc1NC(=O)CCOc1ccccc1,-23.5%,i,/,-6.3%,-1.6%,0.3%,7.2%,/,2.8%
COc1ccc(C2C(C(=O)NCCN3CCOCC3)c3ccccc3C(=O)N2C2CCCCC2)cc1 (centres undefined),-0.9%,i,0.3%,1.7%,-6.4%,-0.4%,-18.7%,-1.2,-23.5%
COc1ccc(-c2nc(SCC(=O)N3CCN(c4ccc(F)cc4)CC3)n[nH]2)cc1,/,/,/,-14.3%,/,2.1%,4.4%,/,0.7%
CC(C)[C@H](N)c1cn([C@@H](CO)C(=O)N2CCNCC2)nn1,7.7%,?,-0.7%,-1.3%,3.8%,-0.9%,-2.1%,0.0,8.7%
Cc1cc(NC(=O)COC(=O)c2cc(S(=O)(=O)N3CCOCC3)ccc2N2CCCCC2)no1,?,i,4.4%,0.0%,3.3%,0.1%,12.5%,0.6,1.5%
Cc1ccc(-c2cc(C(=O)NCc3cccnc3)no2)cc1,5.8%,?,1.6%,-6.2%,11.5%,0.6%,-9.9%,1.4,-6.7%
COCCN(CC1CCCN(C2Cc3ccccc3C2)C1)C(=O)CCC(F)(F)F (centres undefined),6.0%,i,1.4%,-13.8%,12.1%,-0.4%,-1.3%,1.0,-11.7%
CCOc1ccc(-c2c(C(=O)N/N=C(\C)c3cccnc3)nnn2-c2nonc2N)cc1,-5.0%,i,1.9%,11.2%,-4.2%,0.3%,-2.4%,0.3,6.3%
CN(CC(=O)Nc1ccccc1Cl)C(=O)CSc1nnc(-c2ccco2)n1C,20.0%,i,-0.1%,4.1%,-2.7%,-0.7%,-0.6%,-0.6,3.7%
Cc1nnc(SCc2ccc(Cl)cc2Cl)[nH]c1=O,3.2%,i,-4.6%,-9.6%,11.2%,0.4%,-2.5%,1.4,-10.0%
COc1ccc(CC(=O)Nc2cc(S(=O)(=O)N3CCOCC3)ccc2N2CCCC2)cc1OC,0.8%,i,4.6%,-15.8%,7.6%,1.3%,-6.4%,-0.3,13.1%
O=C(O)C1=CC[C@@H](c2ccc(Cl)cc2)N(S(=O)(=O)c2ccc(Cl)cc2)[C@H]1c1ccccc1,-17.6%,i,-6.1%,?,-5.5%,-0.9%,-8.0%,0.6,-21.0%
NC(=O)C1CCN(C(=O)Cn2c(-c3cccs3)cc3ccccc32)CC1,?,i,/,-16.1%,4.3%,4.8%,?,/,-4.7%
Cn1nnnc1SCC(=O)N1CCc2ccccc2C1,5.3%,i,0.6%,6.8%,17.1%,0.0%,7.9%,-3.5,-4.0%
O=C(Nc1ncc([N+](=O)[O-])s1)c1cccs1,?,?,-2.2%&8.1%,?,6.0%&-2.5%,-1.3%&0.4%,?,1.0&-0.6,12.6µM*!
CCOC(=O)c1ccc(CN(Cc2ccc(OC)cc2)S(=O)(=O)c2cccc(C(F)(F)F)c2)cc1,/,i,/,-19.0%,-13.7%,0.3%,?,/,2.8%
O=C(N1CCCCC1)C12CC3CC(CC(C3)C1)C2,16.1%,i,0.0%,-0.2%,-8.6%,-0.5%,0.0%,0.9,5.0%
COc1ccc(NC(C)=O)cc1NC(=O)CSc1nnc(-c2ccncc2)n1C,1.4%,i,3.9%,-19.6%,2.5%,-0.7%,-5.0%,0.8,-4.2%
